# E-sel TNF inh: E-selectin induction blockers in HUVEC – imaging, immunofluorescence, high content, primary screen. AID 1246, 2008. HUVEC TNFa-induced E-selectin immunofluorescence. 120,000 compounds, 0.71% hits. inhibition, % at 2 µM;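 active means inhibition above the batch mean plus 3 SD, and confirmed as a hit on visual image review, cut at about 43% in these data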;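 further: 0% = TNF-stimulated DMSO wells and 100% = unstimulated control wells; not every result past the cut was called active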
# HCT116 bCat-KO: primary screen for growth suppressors in beta-catenin knockout HCT116 cells (colon tumor, human) | HCT116 beta-catenin knockout viability, CellTiter-Glo, 60 h; stronger effect = lower value | viability, % at 10 µM | 140,000 compounds, 1.5% hits;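 active means viability at or under a set limit, the compound median less 4 SD, cut at about 6% in these data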;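 further: 0% = Hyamine 1622 control at 20 µM and 100% = untreated cell control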
# Yeast growth inh: growth inhibitors of yeast BB579 in restrictive medium, primary screen, yeast lifespan-shortening project, S. cerevisiae. OD615, 48 h. inhibition, % at 10 µM. 140,000 compounds, 0.51% hits. AID 804, 2007;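 active means inhibition above a set limit, 3 SD over the mean compound inhibition, cut at about 44% in these data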; further: inactives centre near -24
#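 controls = amphotericin B 10 µg/mL, positive | assay system = DeaD yeast strain BB579 | schedule = 48 h compound exposure at 30 °C after 4 h preincubation | detection = OD615 turbidity measurement | medium = restrictive CSMM-D medium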
# NPY-Y2 antag: NPY-Y2 receptor antagonists, primary screen, cell-based | Neuropeptide Y receptor type 2 (Homo sapiens), P49146 | NPY-Y2 expressing cells, antagonist mode | inhibition, % at 2.7 µM | 140,000 compounds, 0.99% hits; in the data active means inhibition above about 17%;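 further: 0% = vehicle with agonist challenge and 100% = reference antagonist with challenge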
# Target sequence (P49146 whole entry, looked up): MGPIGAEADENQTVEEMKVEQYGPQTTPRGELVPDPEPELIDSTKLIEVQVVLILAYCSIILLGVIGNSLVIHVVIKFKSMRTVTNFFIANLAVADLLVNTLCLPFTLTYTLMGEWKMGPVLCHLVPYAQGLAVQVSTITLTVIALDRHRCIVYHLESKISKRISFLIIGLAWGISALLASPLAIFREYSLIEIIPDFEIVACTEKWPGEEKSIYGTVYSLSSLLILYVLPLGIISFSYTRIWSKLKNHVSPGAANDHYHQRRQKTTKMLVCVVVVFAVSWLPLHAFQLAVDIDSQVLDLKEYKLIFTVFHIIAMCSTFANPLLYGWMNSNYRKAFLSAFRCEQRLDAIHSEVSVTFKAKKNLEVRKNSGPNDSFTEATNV
# Phagocytosis inh: inhibitors of macrophage phagocytosis, primary screen, imaging, J774A.1 cells, IgG beads; inhibition, % at 5 µM; J774A.1 macrophage IgG-bead phagocytosis; 110,000 compounds, 0.07% hits; AID 1029, 2008;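 active means inhibition above the mean of the plate negative controls plus 5 SD, cut at about 13% in these data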;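 further: phagocytic index as fraction of beads internalized from green versus red external bead signal; plate controls were DMSO negative control for no effect and cytochalasin-D positive control for full effect; some results beyond the cut were filed as inactive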
# GALR2 blocker: GALR2 antagonists in receptor-expressing cells, primary screen; Galanin receptor type 2 (Homo sapiens), O43603; antagonist mode; inhibition, % at 4 µM; 140,000 compounds, 0.39% hits; in the data active means inhibition above about 27%;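 further: cells stimulated with galanin 1-16 at roughly its EC80; 0% = agonist challenge control and 100% = basal control without agonist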
# Target sequence (O43603 whole entry, looked up): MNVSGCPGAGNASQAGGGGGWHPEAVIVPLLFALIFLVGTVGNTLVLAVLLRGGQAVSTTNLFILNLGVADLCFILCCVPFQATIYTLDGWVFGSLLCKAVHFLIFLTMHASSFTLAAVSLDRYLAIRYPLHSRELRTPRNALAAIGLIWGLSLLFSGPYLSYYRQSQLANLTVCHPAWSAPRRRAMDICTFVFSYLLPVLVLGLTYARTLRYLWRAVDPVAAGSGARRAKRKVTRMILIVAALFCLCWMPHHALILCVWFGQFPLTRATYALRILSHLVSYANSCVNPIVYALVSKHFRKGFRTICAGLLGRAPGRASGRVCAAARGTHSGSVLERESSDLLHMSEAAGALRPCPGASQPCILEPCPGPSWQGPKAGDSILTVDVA
# PTEN del growth: growth suppression of PTEN-null HCT116, primary screen, cell-based, CellTiter-Glo; HCT116 PTEN-null viability, 60 h; stronger effect = lower value; viability, % at 10 µM; 140,000 compounds, 1.2% hits;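 active means viability at or below a set limit, 4 SD under the median of all tested compounds, cut at about 3.7% in these data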;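 further: PTEN knockout HCT116 line with beta catenin targeted HCT116 as companion control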
# Measles CPE: compounds protecting cells from measles virus cytopathic effect, primary screen, measles RdRp inhibitor project, single point, MLSMR library, absorbance | Measles virus-infected cells, CPE protection | protection (pct of control), % at 4 µM | 140,000 compounds, 1.5% hits | AID 841, 2007; in the data active means protection mostly above about 24%, no sharp cut-off; inactive means mostly below about 26%; further: some compounds called inactive have numbers as strong as hits
# Yeast life ext: compounds extending yeast replicative lifespan, primary screen, S. cerevisiae, OD615; S. cerevisiae growth with nicotinamide; deaD strain in restrictive glucose medium; inhibition of the nicotinamide effect, % at 10 µM; 130,000 compounds, 0.68% hits; AID 775, 2007;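 active means inhibition above a set limit, placed 3 SD over the median of all compounds, cut at about 26% in these data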;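 further: 0% = nicotinamide-treated wells and 100% = cells grown without nicotinamide; some compounds called inactive have numbers as strong as hits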
#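 Assay system: engineered S. cerevisiae DeaD replicative-lifespan strain, galactose-grown log-phase cells; Buffer or medium: CSMM-D glucose medium, restrictive; Probe or stimulus: nicotinamide 1.5 mM; Compound: single dose 10 µM compound, 0.25% DMSO; Schedule: 4 h preincubation then 48 h treatment at 30 °C; Technique: OD615 measurement.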
# MRP-1 activ: H69AR viability gain despite doxorubicin, primary screen, MRP-1 activator project, H69AR cells, CellTiter-Glo; viability rescue; viability increase, % at 10 µM; 140,000 compounds, 0.61% hits;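 active means viability gain under doxorubicin at or above a set limit, the compound median plus 3 SD, cut at about 4.7% in these data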;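 further: MRP-1 overexpressing cells given doxorubicin 25 µM after compound pretreatment; 18-22 h compound pretreatment then 72 h with doxorubicin before readout; 0% = doxorubicin-only wells and 100% = vehicle-treated cells without doxorubicin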
# Active calls of the source: *; . = not tested or not shown.
# Below each SMILES: E-sel TNF inh, HCT116 bCat-KO, Yeast growth inh, NPY-Y2 antag, Phagocytosis inh, GALR2 blocker, PTEN del growth, Measles CPE, Yeast life ext, MRP-1 activ
Cn1c(=O)c2c(nc(SCCN3CCCCC3)n2C)n(C)c1=O
→ -25, 85, -3, 3, ., 0, 97, 5, ., -1.4
Cn1nnnc1SCC(=O)c1ccc(Br)s1
→ -15, 88, -27, -1, -4, -2, 90, 2, -28, -2.9
CCn1c(CSc2nc3ccccc3s2)nnc1SCC(=O)c1ccc(O)cc1O
→ -30, 84, 10, 2, -1, 5, 84, 15, 4, -4.4
CCc1ccc(/C=C(\Cl)c2nc3cc(Cl)ccc3c(=O)[nH]2)cc1
→ ., 96, -25, 3, 0, 3, 103, 14, -2, 2.0
CCN(CC)c1ccc2c(c1)oc(=O)c1c(Cl)cc(=O)oc12
→ -28, 3.0*, -33, 1, 2, -2, 2.0*, 0, 21, -6.0
CCc1nnc(NC(=O)CSc2nc3cccnc3n2C2CCCCC2)s1
→ -4, 75, -60, 4, 1, 0, 77, 9, -7, 4.8*
CCOc1cc(CNc2ccc(N3CCCCC3)cc2)cc(Br)c1OCC(=O)NC(C)(C)C
→ ., 73, 4, -1, -7, 11, 87, 5, 1, -3.1
S=c1[nH]nc(-c2ccco2)n1-c1cccc2ccccc12
→ 22, 85, -26, 2, 0, 9, 100, 9, -18, -2.1
O=C1CSC(c2cn(-c3ccccc3)nc2-c2cccs2)N1Cc1ccccc1 (configuration not stated)
→ -6, 79, -22, -1, 0, 8, 62, 15, -17, -2.4
N#CCC(CNc1ncc(C(F)(F)F)cc1Cl)OC(=O)c1cccc([N+](=O)[O-])c1 (configuration not stated)
→ 22, 65, -37, 1, 0, 5, 62, 8, -5, -0.9
Cc1cccc(NCCC#N)c1
→ ., 101, 3, 1, -5, -5, 95, 3, 2, -1.9
CC(C)(C)NC(=O)/C(=C\c1ccc(Br)cc1)NC(=O)c1cccs1
→ -4, 84, 3, 2, -3, 0, 85, 2, -4, -2.1
O=C(Cn1nc(-c2ccccc2)c2ccccc2c1=O)Nc1cccnc1
→ 4, 96, -40, 1, -1, -23, 99, 17, -7, -1.8
CS(=O)(=O)N1CCN(C(=O)c2ccccc2F)CC1
→ 11, 96, 50*, 4, 0, 8, 98, 26, -7, -2.7
Cc1ccc(OC(=O)c2cccc(S(=O)(=O)N3CCCC3)c2)c(-n2nc3ccccc3n2)c1
→ ., 91, -14, 6, -11, 2, 94, 21, 4, -1.4
COC(=O)c1ccc(NS(=O)(=O)c2cccc3cccnc23)cc1
→ ., 96, -50, -1, -2, -7, 99, 37, -3, -0.1
CC(=O)NCCn1c(SCC#N)nc2ccccc2c1=O
→ 11, 97, -8, 2, 2, -12, 99, 6, -7, -1.7
Clc1ccc(-c2nnc3n2CCCCS3)cc1
→ ., 89, 0, 2, -5, -4, 98, 5, 5, -0.6
COC(=O)c1c(-c2cccc(OC)c2)csc1N
→ -20, 81, -16, 5, 0, 18, 92, 5, -15, -3.2
CCCCC(=O)Nc1nc(C)c(-c2csc(Nc3cc(OC)ccc3OC)n2)s1
→ 1, 50, -57, -6, 1, -13, 46, 4, -30, -5.7
COc1ccc(CC(=O)Nc2cc(S(=O)(=O)N3CCCCC3)ccc2N2CCN(C)CC2)cc1
→ ., 54, 6, -1, 0, 4, 61, 9, -1, -3.6
COc1ccc(NC(=O)C(c2ccccn2)N(C(C)=O)c2ccc(C)cc2)cc1 (configuration not stated)
→ 8, 96, -6, 0, -2, 7, 96, 2, 3, -1.5
O=C(Nc1nccs1)c1cc(S(=O)(=O)N2CCOCC2)c(Cl)cc1Cl
→ -13, 49, -7, 1, -1, 10, 62, 17, -4, -6.4
COC(=O)/C=c1/s/c(=C(\C#N)C(=O)NCc2ccco2)n(-c2ccc(C)cc2)c1=O
→ ., 89, -6, 2, 0, -2, 96, 13, -2, -2.5
Nc1nc(-c2ccc(Br)cc2)c(S(=O)(=O)c2ccccc2)s1
→ ., 85, -8, -1, -3, -3, 92, 4, 5, 0.8
COc1ccc(CNC(=O)c2noc(C(C)C)c2[N+](=O)[O-])cc1
→ 2, 92, -20, 3, -8, 13, 99, 7, 2, -2.2
CC(=O)NCc1c(Cl)cccc1-n1cccc1
→ 34, 95, -30, 1, ., -3, 96, 1, -7, -2.1
COc1ccc(C(=O)COC(=O)C(CCCCN2C(=O)C3C4C=CC(C4)C3C2=O)N2C(=O)C3C4C=CC(C4)C3C2=O)cc1 (configuration not stated)
→ 2, 88, -5, 3, ., -11, 89, 3, ., -1.7
COc1cc(CNCCN2CCOCC2)ccc1OCc1ccc(Cl)cc1Cl
→ -9, 25, 3, 5, 3, 1, 18, 5, -20, -4.7
COc1cc(-c2cc(C(=O)Nc3nc4ccccc4s3)c3ccccc3n2)cc(OC)c1OC
→ 12, 59, -23, 4, -10, 11, 59, 12, 1, 0.8
Cc1cccn2c(=O)c(/C=C(\C#N)C(=O)NCc3ccco3)c(N3CCCC(C)C3)nc12 (configuration not stated)
→ -18, 69, -28, 7, 1, -18, 71, 12, 3, -0.3
Cc1cc(C)c(C)c(S(=O)(=O)NCC(=O)N2CCCC2)c1C
→ 5, 88, -12, 2, 3, -17, 91, 9, -7, -1.2
CCN(CC)S(=O)(=O)c1cc(NC(=O)CN2C(=O)NC3(CCCc4ccccc43)C2=O)ccc1C (configuration not stated)
→ 1, 67, -32, 4, -2, -6, 63, 11, 1, -1.1
Cc1sc(NC(=O)c2ccccc2)c(C(=O)c2ccccc2)c1C
→ 14, 89, -34, 5, -10, 3, 91, 7, -5, -0.1
CC(=O)c1ccc2c(c1)C1C=CCC1C(c1ccncc1)N2 (configuration not stated)
→ -11, 79, -17, -3, -2, 1, 84, 3, -11, -3.8
Cc1ccc(C(=O)Nc2ccc(C(=O)/C=C/c3cccs3)cc2)cc1
→ 17, 73, -49, 2, ., 10, 57, 8, -17, -2.8
CN1CCN(CCCNC(=O)C2CCN(c3nnc(-n4cccc4)s3)CC2)CC1
→ 6, 105, -45, 0, ., -1, 109, 12, -14, -1.5
CN(C)CCNC(=O)c1ccc2c(c1)N(Cc1ccc(F)cc1)CCS2
→ 3, 32, 6, 5, 0, 3, 29, 3, -10, -2.2
COc1ccc(NC(=S)NNC(=O)c2nnn(-c3ccccc3)c2C)cc1
→ ., 107, 8, 10, -2, 7, 96, 5, 3, 0.5
Nc1ccc2c(c1)C(=O)N(CCCC(=O)O)C2=O
→ -5, 92, -5, -1, 2, -2, 97, 7, -8, -1.0
CCOc1cc(C)c(C(C)C)cc1S(=O)(=O)N1CCOCC1
→ 12, 85, -12, 3, 0, 9, 90, 7, -3, -2.4
Cc1c(C(=O)NC(C)C)c(-c2ccccc2)nn1-c1ccccc1
→ 9, 108, -12, 1, -2, 9, 105, 3, -3, -1.7
CCN(CC)CCCNC(=O)c1ccc2c(SCC(=O)O)c3c(nc2c1)CCC3
→ -16, 95, -7, -2, ., 7, 97, 7, 3, -2.1
COc1ccc2cc3cc(C(=O)Nc4ccc5c(c4)OCCO5)oc3nc2c1
→ ., 86, -5, 1, 3, -2, 81, 34, -2, -2.8
O=C(Nc1ccc(-c2cc3ccccc3oc2=O)c(Cl)c1)c1cccnc1
→ -42, 97, -17, 1, 2, -8, 101, 8, -14, -2.3
CC1(C)CC(=O)C2=C(C1)N1C(=C(C#N)C2c2ccccc2Cl)N=C(N)c2ccccc21 (configuration not stated)
→ -36, 38, -16, 0, ., 7, 24, 4, 1, -4.0
O=C(O)C1C2C=CC(C2)C1C(=O)OC1CC2CCC1C2 (configuration not stated)
→ 39, 97, -24, 4, 0, 5, 95, 5, 10, -0.7
Cc1ccc(NCN2C(=O)C3CC=C(Cl)CC3C2=O)cc1 (configuration not stated)
→ 32, 105, -53, 0, -1, -16, 97, 20, -11, -0.5
Cc1cccc(Nc2nnc(SCc3cc(=O)n4cc(C)ccc4n3)s2)c1
→ ., 104, -19, 6, 3, 3, 99, 27, 11, -1.2
COC(=O)CSc1nc2ncc(Cl)cc2[nH]1
→ 31, 100, -43, 2, -1, -9, 102, 16, -4, 0.1
CC(=O)C12C3C4C(C5C1C3C5(Br)C41OCCO1)C21OCCO1 (configuration not stated)
→ ., 93, -5, 3, -7, -4, 100, 18, 5, -2.2
CC(=O)NC(CCS(C)(=O)=O)C(=O)Nc1ccc(C)c(F)c1 (configuration not stated)
→ ., 100, -30, 6, ., -1, 86, 57*, -22, -3.0
CCc1ccc(N2CSC3=C(C#N)C(c4cccs4)CC(=O)N3C2)cc1 (configuration not stated)
→ -54, 79, -51, 3, -1, 6, 83, 19, -10, -1.5
COc1ccc(CCn2c(N)c(C(=O)NCc3ccco3)c3nc4ccccc4nc32)cc1
→ 4, 40, -22, -2, -1, 4, 33, 2, -2, -4.7
CN(C)CCCN1C(=O)C(O)=C(C(=O)c2cc3ccccc3o2)C1c1ccccc1 (configuration not stated)
→ ., 94, -9, 2, -2, -10, 94, 17, -7, 0.5
O=C(CCn1cccc1)NCc1ccc(Cl)cc1
→ ., 96, -2, -3, -2, -8, 92, 4, -4, 0.9
O=C(CCS(=O)(=O)c1ccc(Br)s1)NCc1cccs1
→ ., 98, -8, 1, -1, 2, 94, 6, -4, -2.0

# Full records as entered above.
# Results for CC1(C)CC(=O)C2=C(C1)N1C(=C(C#N)C2c2ccccc2Cl)N=C(N)c2ccccc21 (configuration not stated) = E-sel TNF inh: -36; HCT116 bCat-KO: 38; Yeast growth inh: -16; NPY-Y2 antag: 0; Phagocytosis inh: .; GALR2 blocker: 7; PTEN del growth: 24; Measles CPE: 4; Yeast life ext: 1; MRP-1 activ: -4.0
# Results for CCN(CC)CCCNC(=O)c1ccc2c(SCC(=O)O)c3c(nc2c1)CCC3 = E-sel TNF inh: -16; HCT116 bCat-KO: 95; Yeast growth inh: -7; NPY-Y2 antag: -2; Phagocytosis inh: .; GALR2 blocker: 7; PTEN del growth: 97; Measles CPE: 7; Yeast life ext: 3; MRP-1 activ: -2.1

# Ordered by value in Measles CPE (rising): 6 from the list above.
Structure | Measles CPE
O=C(O)C1C2C=CC(C2)C1C(=O)OC1CC2CCC1C2 (configuration not stated) | 5
O=C(CCS(=O)(=O)c1ccc(Br)s1)NCc1cccs1 | 6
CCOc1cc(C)c(C(C)C)cc1S(=O)(=O)N1CCOCC1 | 7
Cc1ccc(NCN2C(=O)C3CC=C(Cl)CC3C2=O)cc1 (configuration not stated) | 20
Cc1cccc(Nc2nnc(SCc3cc(=O)n4cc(C)ccc4n3)s2)c1 | 27
COc1ccc2cc3cc(C(=O)Nc4ccc5c(c4)OCCO5)oc3nc2c1 | 34
